# Compound activity as filed in PubChem.
# Pf gametocyte = late stage P. falciparum gametocyte viability inhibitors, primary screen, ATP luminescence, HTS; P. falciparum stage V gametocytes, 24 h; inhibition, % at 10.9 µM; 0.065% of 150,000 active;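 active = inhibition above the mean plus 3 SD of compounds within the control limits, set per campaign, cut at about 38% in these data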;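 note: 0% = DMSO wells and 100% = medium only without gametocytes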
# Cdc42 wt = modulators of GTP binding to wildtype Cdc42, primary screen, biochemical, multiplex bead flow cytometry, Bodipy-GTP; Cell division control protein 42 homolog (Homo sapiens), P60953; GST-Cdc42 beads; actives lie on both sides; percent activity (GTP binding), % at 10 µM; 0.2% of 190,000 active; AID 761, 2007;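 active = percent activity GTP binding at least 20 points away from the 100% baseline, either down as inhibitor or up as activator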;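 note: median bead fluorescence of bound Bodipy-FL-GTP at 100 nM; 0% = excess unlabeled GTP control and 100% = no compound control; below 100% means less GTP binding so inhibitor and above means activator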
# Target sequence (P60953 whole entry, looked up): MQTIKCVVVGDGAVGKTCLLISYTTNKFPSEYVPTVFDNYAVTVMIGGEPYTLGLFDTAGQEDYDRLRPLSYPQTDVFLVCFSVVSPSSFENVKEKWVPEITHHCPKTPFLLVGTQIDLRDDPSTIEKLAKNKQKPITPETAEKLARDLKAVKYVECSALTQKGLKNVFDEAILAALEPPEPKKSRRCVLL
# Rac1 act GTP bind = GTP binding modulators of activated mutant Rac1, primary screen, biochemical, bead-based flow cytometry, multiplex, fluorescent GTP; GST-Rac1 activated beads; actives lie on both sides; 100% means binding = to untreated wells; percent activity (GTP binding), % at 10 µM; 0.11% of 190,000 active; AID 764, 2007;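 active = GTP binding at least 20 percentage points away from the 100% baseline, in either direction, so actives lie on both sides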
# HRas wt GTP bind = modulators of GTP binding to HRas wildtype, primary screen, biochemical, bead-based flow cytometry, multiplex; 0.14% of 190,000 active; GTP binding activity, % at 10 µM; GTPase HRas (Homo sapiens), P01112; GST-Ras wt beads, Bodipy-FL-GTP binding; actives lie on both sides;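 active = GTP binding activity at least 20% away from the 100% baseline, either lowered as inhibitor or raised as activator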;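 note: 0% = unlabeled GTP competition control and 100% = no-compound control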
# Target sequence (P01112 whole entry, looked up): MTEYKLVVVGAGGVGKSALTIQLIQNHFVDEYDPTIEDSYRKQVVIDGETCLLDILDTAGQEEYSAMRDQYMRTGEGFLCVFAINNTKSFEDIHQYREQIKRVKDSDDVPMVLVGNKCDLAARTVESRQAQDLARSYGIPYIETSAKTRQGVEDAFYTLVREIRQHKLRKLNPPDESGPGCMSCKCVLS
# Rab7 wt modul = modulators of GTP binding to Rab7, primary screen, biochemical, wildtype, multiplex bead flow cytometry; 0.055% of 190,000 active; GTP binding activity (percent of control), % at 10 µM; GST-Rab7 beads, fluorescent GTP binding; actives lie on both sides; untreated = 100%, excess cold GTP = 0%;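 active = fluorescent GTP binding to Rab7 beads changed by at least 20 points from the 100% baseline, either direction, mostly lower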;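 note: median green fluorescence of bound Bodipy-FL-GTP per Rab7 bead population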
# Rab2A wt mod = modulators of GTP binding to Rab2A wildtype, primary screen, biochemical, dog, bead-based flow cytometry, multiplex. GTP binding activity, % at 10 µM. 0.19% of 190,000 active. GST-Rab2 wt beads, Bodipy-GTP binding;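 active = GTP binding activity at least 20 points away from 100%, either lowered or raised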;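 note: 0% = beads with excess unlabeled GTP and 100% = no-compound control corrected for plate trend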
# Mcl1 Noxa PPI = Mcl-1/Noxa binding inhibitors, primary screen, biochemical, TR-FRET, 1536-well. Induced myeloid leukemia cell differentiation protein Mcl-1 (Homo sapiens), Q07820. AID 1022, 2008. 1.5% of 220,000 active. inhibition, % at 21.7 µM. TR-FRET Mcl-1/Noxa peptide binding, 2 h;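 active = compounds that cut the protein-peptide binding signal by more than 50% relative to plate controls in a single-dose test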;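 note: His-tagged Mcl-1 with rhodamine Noxa BH3 peptide and terbium anti-His antibody; 0% = Mcl-1 plus Noxa peptide wells and 100% = peptide-only wells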
# Target sequence (Q07820 whole entry, looked up): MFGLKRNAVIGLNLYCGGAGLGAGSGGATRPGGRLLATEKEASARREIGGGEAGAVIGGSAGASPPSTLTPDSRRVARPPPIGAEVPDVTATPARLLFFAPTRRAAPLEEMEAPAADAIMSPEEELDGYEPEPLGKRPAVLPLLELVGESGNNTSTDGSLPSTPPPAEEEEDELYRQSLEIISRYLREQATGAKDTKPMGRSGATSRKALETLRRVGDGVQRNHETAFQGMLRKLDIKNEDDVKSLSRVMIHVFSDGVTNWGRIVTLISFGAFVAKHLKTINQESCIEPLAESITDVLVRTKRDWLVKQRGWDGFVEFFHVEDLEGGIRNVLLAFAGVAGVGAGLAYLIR
# Mcl1 Bid PPI = Mcl-1/Bid binding inhibitors, primary screen, biochemical, TR-FRET, 1536-well. TR-FRET Mcl-1/Bid-Dy647 peptide binding. inhibition, % at 21.7 µM. 0.97% of 220,000 active. Induced myeloid leukemia cell differentiation protein Mcl-1 (Homo sapiens), Q07820. AID 1021, 2008;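 active = compounds that cut the binding signal by more than half at the single screening dose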;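 note: His-tagged Mcl-1 with europium anti-His antibody binding Bid BH3 peptide; 0% = Mcl-1 plus peptide wells and 100% = peptide-only wells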
# Rac1 wt GTP bind = wildtype Rac1 GTP binding modulators, primary screen, biochemical, GST-Rac1 beads, flow cytometry, multiplex; fluorescent GTP binding; actives lie on both sides; 0 = cold GTP competed, 100 = untreated; GTP binding activity (% of control), % at 10 µM; 0.27% of 190,000 active;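 active = GTP binding activity at least 20 points away from the 100% control level, either lower or higher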
# Mcl-1 Bim block = inhibitors of Bim peptide binding to Mcl-1, primary screen, biochemical, bead-based flow cytometry, multiplex; Bim peptide-Mcl-1 binding; inhibition, % at 10 µM; 0.1% of 190,000 active; in the data active = inhibition above about 40%;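 note: 0% = no compound tracer wells and 100% = peptide blocker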
# Avidin bead fluor = green autofluorescence of compounds with avidin beads – biophysical, 488/530 nm, flow cytometry, artefact control, profiling panel; compound fluorescence 488/530 nm; active compounds read high; fluorescence (KMESF) at 10 µM; 0.38% of 220,000 active; AID 1775, 2009; in the data active = fluorescence above about 47; note: inactives centre near 10
# * marks the source's active call; other numbers are inactive results; · = no result given.
canonical_smiles	Mcl1 Bid PPI	Mcl1 Noxa PPI	Rac1 wt GTP bind	Rab7 wt modul	Cdc42 wt	Pf gametocyte	Avidin bead fluor	Rab2A wt mod	Mcl-1 Bim block	Rac1 act GTP bind	HRas wt GTP bind
O=C(/C=C/c1ccc(Cl)cc1Cl)Nc1ccncc1	10	12	102	100	97	3	6	96	-3	98	96
CCc1ccc2[nH]cc(C(=O)OCCOC)c(=O)c2c1	-14	7	98	94	99	·	13	96	0	97	97
CC(C)Cn1c(N)c(S(=O)(=O)c2cccs2)c2nc3ccccc3nc21	2	22	100	99	101	·	18	100	-1	99	100
Cc1ccc(C)c(C(C)NC(=O)C2C3CCC(O3)C2C(=O)O)c1 (centres undefined)	9	15	105	96	105	·	11	104	-7	102	101
CCOC(=O)C1(Cc2ccc(OC)cc2)CCN(C(=O)Cc2cccnc2)CC1	-43	6	101	102	99	·	6	101	1	98	100
Cc1onc(-c2ccccc2)c1C(=O)N1CCN(C/C=C/c2ccccc2)CC1	-1	9	105	99	101	·	8	100	-2	103	100
O=S(=O)(c1ccc(OCC(O)CN2CCc3ccccc3C2)cc1)N1CCOCC1 (centres undefined)	-15	17	102	100	102	·	9	99	-1	99	99
CCOC(=O)c1oc2ccccc2c1NC(=O)c1cccc(OC)c1OC	-2	4	98	98	96	·	25	96	-6	98	97
Cc1ccc(-c2cnc(N)n2C)cc1C	-110	-85	102	100	104	-29	11	104	0	101	104
CCOC(=O)NC(=O)COC(=O)CCCSc1nc2ccccc2s1	-24	22	97	97	95	7	12	97	1	96	97
COc1ccc(N(CC(=O)NC2CCCC2)S(=O)(=O)c2c(C)[nH]c(=O)[nH]c2=O)cc1	-6	-22	101	99	99	·	8	99	0	99	99
CCN(CC)C(=O)Cn1nnc(-c2ccc(S(C)(=O)=O)cc2)n1	22	40	100	99	101	14	11	98	-1	98	97
CC(=O)Nc1ccc(N=Nc2ccccc2)cc1	-5	-11	102	101	102	24	1	103	-3	102	103
COCCSc1ccccc1C(=O)NCc1ccc2c(c1)OCO2	-26	3	106	107	106	·	37	104	-1	103	106
COc1ccc(-c2noc(CCCC(=O)NCCc3ccccc3)n2)cc1OC	1	-19	108	102	106	9	27	101	-2	102	105
CCOP(=O)(/C(C#N)=C(\C)O)c1ccccc1 (centres undefined)	2	21	101	103	100	11	10	100	0	97	100
C=C(C)Cn1c(CCNC(=O)CC)nc2ccccc21	-8	-1	103	100	100	-9	27	97	-5	98	100
Cc1ccc(NC(=O)Nc2cccn(Cc3c(F)cccc3Cl)c2=O)cc1	-7	-1	102	96	99	·	11	94	0	92	97
COc1cc(-c2nc3cnccn3c2Nc2ccccc2)ccc1O	-20	55*	103	100	100	·	7	99	0	99	99
CC1=C(C)/C(=N\OC(=O)/C=C/c2ccccc2)C=CC1=O	-8	18	101	99	102	4	6	101	-4	100	99
Cc1sc(NC(=O)CSc2nnc(COc3ccccc3)n2C)c(C#N)c1C	-40	-6	102	97	100	·	9	98	0	96	100
COCCN(C(=S)Nc1ccc(OC)cc1)C(C)c1cccs1 (centres undefined)	-61	10	105	102	103	20	16	101	-1	100	104
COC(=O)c1ccc(NC(=O)c2ccccc2N(C)S(=O)(=O)c2ccccc2)cc1	98*	1	101	95	98	6	7	97	-1	97	99
O=C(Nc1ccc(N2C(=O)CCC2=O)cc1Cl)c1cccs1	-20	2	99	104	102	9	11	102	-4	98	100
O=C(NCC1CCCO1)C(c1cccnc1)N(C(=O)Cc1cccs1)c1cccnc1 (centres undefined)	-1	-15	97	95	96	·	9	95	-4	96	96
O=C(c1ccc(COc2ccc(Br)cc2)o1)N1N=C(C(F)F)CC1(O)C(F)F (centres undefined)	-28	18	93	100	96	1	3	90	0	92	96
Cc1ccc(CC(=O)N2CCN(c3cccc(C(F)(F)F)c3)CC2)cc1	-10	0	101	99	103	·	14	103	0	99	103
COc1ccc2oc(C(F)(F)C(F)F)cc(=O)c2c1	12	-2	102	99	101	-3	7	99	4	100	101
Cc1cc(NC(=O)COC(=O)C2CCN(S(=O)(=O)c3cccc(Cl)c3Cl)CC2)no1	-25	-1	106	103	102	·	14	101	-5	99	102
Cc1ccc(NC(=O)C2(NC(=O)c3ccccn3)CCCCC2)cc1Br	9	10	98	98	99	·	16	100	-1	99	96

# 13 structures from above, ordered by length of the SMILES, ascending:
canonical_smiles	Mcl1 Bid PPI	Mcl1 Noxa PPI	Rac1 wt GTP bind	Rab7 wt modul	Cdc42 wt	Pf gametocyte	Avidin bead fluor	Rab2A wt mod	Mcl-1 Bim block	Rac1 act GTP bind	HRas wt GTP bind
C=C(C)Cn1c(CCNC(=O)CC)nc2ccccc21	-8	-1	103	100	100	-9	27	97	-5	98	100
COc1ccc2oc(C(F)(F)C(F)F)cc(=O)c2c1	12	-2	102	99	101	-3	7	99	4	100	101
COCCSc1ccccc1C(=O)NCc1ccc2c(c1)OCO2	-26	3	106	107	106	·	37	104	-1	103	106
O=C(Nc1ccc(N2C(=O)CCC2=O)cc1Cl)c1cccs1	-20	2	99	104	102	9	11	102	-4	98	100
CC1=C(C)/C(=N\OC(=O)/C=C/c2ccccc2)C=CC1=O	-8	18	101	99	102	4	6	101	-4	100	99
COc1ccc(-c2noc(CCCC(=O)NCCc3ccccc3)n2)cc1OC	1	-19	108	102	106	9	27	101	-2	102	105
Cc1ccc(CC(=O)N2CCN(c3cccc(C(F)(F)F)c3)CC2)cc1	-10	0	101	99	103	·	14	103	0	99	103
CC(C)Cn1c(N)c(S(=O)(=O)c2cccs2)c2nc3ccccc3nc21	2	22	100	99	101	·	18	100	-1	99	100
CCOC(=O)C1(Cc2ccc(OC)cc2)CCN(C(=O)Cc2cccnc2)CC1	-43	6	101	102	99	·	6	101	1	98	100
O=S(=O)(c1ccc(OCC(O)CN2CCc3ccccc3C2)cc1)N1CCOCC1 (centres undefined)	-15	17	102	100	102	·	9	99	-1	99	99
O=C(c1ccc(COc2ccc(Br)cc2)o1)N1N=C(C(F)F)CC1(O)C(F)F (centres undefined)	-28	18	93	100	96	1	3	90	0	92	96
COC(=O)c1ccc(NC(=O)c2ccccc2N(C)S(=O)(=O)c2ccccc2)cc1	98*	1	101	95	98	6	7	97	-1	97	99
Cc1cc(NC(=O)COC(=O)C2CCN(S(=O)(=O)c3cccc(Cl)c3Cl)CC2)no1	-25	-1	106	103	102	·	14	101	-5	99	102

# Remaining list, next part.
canonical_smiles	Mcl1 Bid PPI	Mcl1 Noxa PPI	Rac1 wt GTP bind	Rab7 wt modul	Cdc42 wt	Pf gametocyte	Avidin bead fluor	Rab2A wt mod	Mcl-1 Bim block	Rac1 act GTP bind	HRas wt GTP bind
CCOc1ccc(NCC(=O)Nc2ccc(C)cc2C)cc1	-37	4	98	100	100	2	14	99	-1	99	100
CCOC(=O)c1cnc2ccccc2c1NCCc1ccc(OC)c(OC)c1	-5	6	107	106	109	·	11	107	1	102	107
NC(=O)c1ccc(N2CCCCC2)c(N2C(=O)CCC2=O)c1	-20	5	111	99	105	·	23	102	-2	100	104
CCc1nnc(NS(=O)(=O)c2ccc(NC(=S)NC(=O)/C=C/c3cccs3)cc2)s1	-77	12	86	91	84	-4	5	89	-2	84	88
C=CCNCCCCOc1cccc(Br)c1	40	39	102	95	100	4	10	101	-1	97	97
OC(c1ccc(Cl)cc1)c1nnc(-c2ccccc2)o1 (centres undefined)	-1	20	98	96	102	·	9	101	-1	97	102
O=C(NCc1ccncc1)Nc1cc(Cl)ccc1Cl	-25	-2	93	90	97	-12	10	91	-8	92	89
COc1ccc(C(=O)NC(=S)NNC(=O)CCc2ccccc2)cc1	-151	-16	98	99	99	18	33	97	0	96	100
CCCc1noc2c1/C(=N\O)CC(c1ccccc1)C2 (centres undefined)	-7	17	102	99	97	·	5	97	1	97	98
COc1ccc(C(NC(C)=O)c2cc(Cl)c3cccnc3c2O)cc1OC (centres undefined)	-44	-71	97	104	98	-16	8	98	-1	95	94
O=C(COc1ccc(Cl)cc1Cl)NNC(=S)Nc1ccc(F)cc1	-20	6	104	96	101	·	32	98	-3	97	99
COc1ccc(C(=O)Nc2ccc(F)cc2F)cc1	6	5	108	101	102	-16	3	101	-1	100	101
CCOC(=O)C1(Cc2cccc(OC)c2)CCN(Cc2cccc(OCC)c2O)CC1	-33	-2	95	95	98	10	7	96	1	97	95
COc1cc(NC(=O)C2CCCN(S(=O)(=O)c3cccc4nsnc34)C2)cc(OC)c1 (centres undefined)	-24	1	99	103	98	·	8	100	3	97	99
NC(=S)NNc1c(F)c(F)c(F)c(F)c1F	-22	-2	98	104	96	·	13	96	0	95	98
Cc1ccc2cc(C#N)c(NCCCNC(=O)C3CCCO3)nc2c1 (centres undefined)	1	14	106	100	102	-7	9	101	0	98	100
COc1ccc(S(=O)(=O)N2CCCN(S(=O)(=O)c3ccc(OC)c(C)c3)CC2)cc1C	2	-10	107	98	100	2	5	97	-7	99	102
O=Cc1cccn1Cc1ccc(Cl)cc1Cl	-14	-11	96	98	98	·	6	97	3	97	97
CCCCOC(=O)c1ccc(NC(=O)c2cc(Cl)ccc2OC)cc1	-15	17	104	100	99	3	8	100	-1	99	99
Nc1c(CO)nnn1-c1ccccc1	-16	-4	107	99	104	·	2	99	-2	104	99
Cc1ccc(NC(=O)CN(C)C(=O)c2ccc(C(F)(F)F)cc2)cc1	-10	0	107	108	103	1	4	104	-2	101	105
Oc1ccc(Br)cc1CN1CCCCCCC1	-6	·	92	92	96	·	12	92	-3	94	94
CCOc1cc(NC(=S)NCC(C)C)c(OCC)cc1NC(=O)c1ccco1	-20	4	105	99	105	·	13	100	-4	102	103
COc1ccc(-c2c(C#N)c(N)nc3c2CCc2ccccc2-3)cc1OC	-21	-40	105	97	98	5	7	98	0	95	100
CC1=CCC2C(=O)N(c3ccc(OC(=O)c4ccco4)cc3)C(=O)C2C1 (centres undefined)	-14	18	100	105	95	3	11	99	3	96	100
